# TSG101-PTAP inh: blocks PTAP/TSG101 interaction to inhibit HIV-1 budding | Q99816 | Fluorescence polarization, FITC-PTAP peptide / Tsg101 binding | 340,000 tested, under 10 active | Potency, µM (top dose mostly 115 µM), for the others: top-dose activity change, negative = inhibition, most hits filed as inhibitors; active means well fitted inhibition curve with a large enough effect in the main read-out, with a control signal flat, not every such curve was filed as active; inconclusive means small, poorly fitted or top-dose-only effect, or effect the other way, or a change in a side signal; inactive means no such curve, though single readings can be large or run the other way; further: potency means the concentration at half of the fitted maximal effect; % of control where 0% means no effect
#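 Fluorescence polarization binding of Tsg101 binding domain (10 uM final) to FITC-labeled PTAP peptide (50 nM final) in HEPES pH 7.5 buffer with NaCl, Tween 20, EDTA, TCEP. Compounds added before peptide; binding 20 min at RT.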
# TCR act: T cell receptor activation; AID 504894; primary human leukocytes, anti-CD3, IL-2 HTRF, 48 h; Potency, µM (titrated, usually from 9.22 µM), inactives show top-dose activation of IL-2 secretion, usual class: activators; 330,000 tested, under 10 active; further: % of control where 0% means no effect
#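 Human primary leukocytes + a-CD3 beads + cpd, 48 hr; IL-2 in supernatant by HTRF (ex 320nm / em 665nm). No co-stimulatory signal supplied.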
# S-ASM inh: inhibitors of human secretory acid sphingomyelinase; placental ASM, HMU-PC fluorogenic substrate, 60 min; Potency, µM (series often up to 57.5 µM), for inactives: top-dose activity change, negative = inhibition, most hits filed as inhibitors; actives 0.006% (n = 340,000); further: potency means the concentration at half of the fitted maximal effect
#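 Human placenta-derived ASM enzyme was preincubated with compound for 10 minutes at room temperature, then given fluorogenic substrate HMU-PC0 (9 uM final) for 60 minutes at 37 °C; a pH 10 stop preceded fluorescence reading at Ex 386/Em 447 nm.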
# Integrin act MD: activators of alpha7 integrin expression for muscular dystrophy; actives 0.064% (n = 350,000); alpha7betagal myoblasts, beta-gal FDG fluorescence, 48 h; Potency, µM (top dose mostly 38.3 µM), for the others: at the top dose activation, actives largely listed as activators; AID 624291;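 further: potency means the concentration at half of the fitted maximal effect; 100% = response of the positive control SU9516; nearly all actives have a fitted effect of over 60% in size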
#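 alpha7betagal+/- myoblasts (passage 13, 250/well) treated 48 h at 37C with compounds at 1:260 dilution of DMSO stock. Lysed, then beta-galactosidase activity read as FDG fluorescence (ex 480/em 540) after 30 min, with pre-read for autofluorescence.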
# TSHR antagonist: antagonists of human thyroid stimulating hormone receptor | TSHR-expressing cells, TSH-stimulated cAMP HTRF, 2 h; active compounds read low | activity change, negative = inhibition, % at 11.5 µM | P16473 | actives 0.2% (n = 330,000);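 active means activity change below a set negative limit, meaning inhibition stronger than a set level, cut at about -70% in these data; inconclusive means activity change between two set negative limits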; further: on the % scale 0 is the no-effect control and ±100 the full control effect
# Target sequence (P16473 whole entry, looked up): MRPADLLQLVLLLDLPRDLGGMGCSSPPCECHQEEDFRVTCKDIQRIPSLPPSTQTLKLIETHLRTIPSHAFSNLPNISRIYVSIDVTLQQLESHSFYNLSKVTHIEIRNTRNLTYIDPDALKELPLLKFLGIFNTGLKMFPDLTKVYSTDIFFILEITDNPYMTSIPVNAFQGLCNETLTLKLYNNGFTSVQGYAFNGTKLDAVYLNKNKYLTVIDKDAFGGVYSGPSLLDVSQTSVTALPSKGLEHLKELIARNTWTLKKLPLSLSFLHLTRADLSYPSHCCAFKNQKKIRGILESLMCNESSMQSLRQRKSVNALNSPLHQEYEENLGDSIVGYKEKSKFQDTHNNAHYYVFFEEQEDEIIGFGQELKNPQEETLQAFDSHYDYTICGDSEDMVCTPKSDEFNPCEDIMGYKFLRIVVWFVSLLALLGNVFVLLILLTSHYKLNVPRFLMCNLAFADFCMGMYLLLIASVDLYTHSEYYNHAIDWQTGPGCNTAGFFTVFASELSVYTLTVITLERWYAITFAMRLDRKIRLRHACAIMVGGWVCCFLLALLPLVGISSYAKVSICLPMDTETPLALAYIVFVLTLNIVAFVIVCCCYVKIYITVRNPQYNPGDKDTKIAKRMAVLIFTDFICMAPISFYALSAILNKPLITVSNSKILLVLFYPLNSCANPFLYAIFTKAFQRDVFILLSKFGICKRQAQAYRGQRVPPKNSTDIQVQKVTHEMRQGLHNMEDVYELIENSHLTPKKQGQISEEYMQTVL
#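 Cell-based HTRF cAMP assay; TSHR cells + compound, TSH EC80 (4nM final), 2 h, 37 deg C. Lysis with anti-cAMP cryptate and cAMP-d2, 30 min RT, read 665/620 nm.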
# Eya2 phos inh: Eya2 (human) phosphatase inhibition. O00167. actives 0.006% (n = 330,000). Potency, µM (doses to about 76.9 µM), for inactives: at the top dose activity, negative = inhibition, usual class: inhibitors. recombinant Eya2, OMFP fluorescence dephosphorylation (OMFP is methylfluorescein phosphate); further: potency means the concentration at half of the fitted maximal effect; on the % scale 0 is the no-effect control and ±100 the full control effect
#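 Eya2 (0.2 uM) preincubated 10 min at ambient with compound, then OMFP substrate added at 50 uM; 10 min reaction in 50 mM HEPES pH 7.5, 50 mM NaCl, 5 uM MgCl2, 0.05% BSA, 1 mM DTT. Fluorescence read at Ex 485/Em 525 nm.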
# ELG1 DNA repair: ELG1-dependent DNA repair inhibition; HEK293T ELG1-luciferase reporter, luminescence, 16 h; DNA damage induced by 5-fluorouridine; Potency, µM (top dose mostly 46.1 µM), inactives show at the top dose activity change, negative = inhibition, hits mostly inhibitors; actives 2.3% (n = 330,000); AID 504467; further: potency means the concentration at half of the fitted maximal effect; on the % scale 0 is the no-effect control and ±100 the full control effect; nearly all actives have a fitted effect of over 55% in size
#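 Overnight (16 hr) co-exposure of 2,000 cells/well to 5-fluorouridine and compound at 37 °C preceded detection. Luciferase was quantified via ONE-Glo luminescence; loss of signal denotes inhibition.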
# Mito fusion yeast: inhibitors of mitochondrial division or activators of mitochondrial fusion | Potency, µM (doses to about 46.1 µM), without a hit: at the highest dose growth rescue (activation), usual class: activators | S. cerevisiae fusion-defective mutant growth rescue, CellTiterGlo 48 h | actives 0.23% (n = 320,000);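 further: potency means the concentration at half of the fitted maximal effect; % of control where 0% means no effect; nearly all actives have a fitted effect of over 45% in size; temperature-sensitive fusion mutants such as fzo1-1 at 37 °C on non-fermentable ethanol glycerol medium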
#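 Temperature-sensitive fusion-defective S. cerevisiae (e.g. fzo1-1, mgm1-5) were grown with compound in YPEG medium (3% ethanol, 3% glycerol) for 48 hours at 37C. Growth rescue was measured as viability by CellTiterGlo luminescence after 10 minutes at ambient.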
# Tb PFK inh: T. brucei PFK enzyme inhibition; T. brucei PFK, ADP-Glo luminescence; AID 485367; actives 0.17% (n = 330,000); O15648; Potency, µM (top dose mostly 57.5 µM), inactives show top-dose activity, negative = inhibition, hits mostly inhibitors;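 further: potency means the concentration at half of the fitted maximal effect; 0% = uninhibited 1x PFK enzyme wells and -100% = no-enzyme wells; nearly all actives have a fitted effect of over 60% in size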
#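 Compounds were pin-transferred as a titration series up to 57 uM into substrate buffer (0.5 mM F6P, 0.1 mM ATP, pH 8.0), then 1.25 nM PFK was added and reactions ran 45 min before ADP-Glo detection.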
# AT treatment: potential ataxia-telangiectasia treatments restoring KAP-1 phosphorylation | Potency, µM (top dose mostly 57.5 µM), without a hit: at the top dose activation, usual class: activators | […] A-T fibroblasts, KAP-1 phosphorylation AlphaLISA; neocarzinostatin DNA damage 30 min before lysis | AID 485349 | actives 0.19% (n = 320,000); further: potency means the concentration at half of the fitted maximal effect; % of control where 0% means no effect; nearly all actives have a fitted effect of over 45% in size
#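 ATM-like activity read as KAP-1 phosphorylation via AlphaLISA donor/acceptor antibody pairs after lysis and 6 hr at 25C. Cells were ATM-null patient fibroblasts ([…], hTERT), dosed 60 min, then exposed to the DSB inducer NCS for 30 min.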
# BCR signal inh: chronic active BCR signaling inhibition; actives 0.05% (n = 340,000); ABC-DLBCL IkBa-CBG/CBR reporter, luminescence ratio, 4 h; Potency, µM (series often up to 46.1 µM), for inactives: at the top dose ratio change, negative = lower green/red ratio, usual class: inhibitors; active means well fitted inhibition curve with a large enough effect in the signal ratio, with a control signal flat, not every such curve was filed as active; inconclusive means small, poorly fitted or top-dose-only effect, or effect the other way, or a change in a side signal; the % refers to the signal ratio;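 further: potency means the concentration at half of the fitted maximal effect; plate controls were basal doxycycline-induced cells for no effect and cells given 10 µM MG132 for full effect; MG132 reads +100%, hits lower the ratio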
#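 Compounds up to 46 uM were incubated four hours with TMD8 cells whose green CBG68 luciferase is fused to IkappaBalpha; red CBR luminescence normalised the signal, and concentration-effect curves were fitted to fusion, red and ratio data.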
# * marks the source's active call; other numbers are inactive results; i = inactive; ? = inconclusive; . = not tested or not shown; [ ] = remark or other dose. Unless noted, the call rests on the fitted dose curve; in most records, active means well fitted curve in the direction sought with a large enough effect; inconclusive means small, poorly fitted or top-dose-only effect, or another doubt; inactive means no such curve, though single readings can be large; an effect the other way counts as inactive or inconclusive.
1. O=C(Nc1c(F)cccc1F)c1ccc2c(c1)CCN2S(=O)(=O)c1ccccc1
2. Cc1cc(NC(=O)c2ccc(Cl)cc2Cl)no1
3. COc1ccc(NC(=O)CC(NCCc2ccccc2)C(=O)O)c(OC)c1 (stereo not given)
4. Cc1ccc(S(=O)(=O)N2CCCC(C(=O)NCc3cccnc3)C2)cc1Cl (stereo not given)
5. O=C1CCCN2N=C(SCC(=O)Nc3nccs3)SC2=N1
6. CC1(C)N([O-])C2=C(CCCC2)[N+]1=O
7. CCc1ccc(NC(=O)CCC(=O)c2ccc(C)cc2)cc1
8. CCN(C(=O)CSc1nnc(-c2c[nH]c3ccccc23)o1)C1CCS(=O)(=O)C1 (stereo not given)

assay / entry,1,2,3,4,5,6,7,8
S-ASM inh,-1%,-1%,0%,-1%,-1%,0%,1%,-1%
TSHR antagonist,0,-4,-7,7,-3,5,12,-5
Tb PFK inh,2%,5%,3%,1%,5%,-7%,-4%,3%
ELG1 DNA repair,?,?,15%,-26%,?,3%,15%,9%
TCR act,0%,-2%,-1%,-12%,5%,-1%,0%,1%
AT treatment,-2%,4%,-4%,1%,-6%,5%,?,-2%
Eya2 phos inh,8%,5%,-14%,23%,9%,14%,16%,4%
TSG101-PTAP inh,-4%,-4%,-4%,-2%,-5%,0%,-1%,-6%
Integrin act MD,-17%,1.4µM*,14%,-33%,7%,-1%,16%,20%
BCR signal inh,?,?,0%,1%,-1%,2%,0%,?
Mito fusion yeast,-6%,-1%,-3%,2%,0%,2%,8%,-10%

9. CCOc1ccc(C(=O)NC(=S)NCc2cccnc2)cc1
10. CC12CN(NC(=O)c3ccccc3F)C3(C#N)CC1CCC23C (stereo not given)
11. O=C(CN1C(=O)CCC1=O)Nc1nc(-c2ccc3ccccc3c2)cs1
12. COc1ccccc1CNC(=O)c1ccc(CS(=O)(=O)c2ccccc2OC)o1
13. CCc1noc(C)c1C(=O)NNC(=O)c1ccccc1
14. COCCN1C(=O)C(=O)/C(=C(/O)c2ccc(S(=O)(=O)N3CCOCC3)cc2)C1c1cccc(OC)c1 (stereo not given)
15. CNC(=O)[C@H](C)[C@@H]1C[C@@]1(C)[C@@H](NC(=O)OCc1ccccc1)c1ccccc1
16. COc1cc(-c2nc3ccccc3s2)ccc1O

assay / entry,9,10,11,12,13,14,15,16
S-ASM inh,4%,6%,-24%,4%,9%,1%,2%,i
TSHR antagonist,6,0,8,-8,-5,2,-1,-1
Tb PFK inh,0%,2%,-2%,2%,-8%,1%,-7%,1%
ELG1 DNA repair,-3%,-26%,?,-4%,12%,?,6%,?
TCR act,0%[46.1 µM],6%,0%,1%,-1%,-3%,-3%,-5%
AT treatment,-4%,2%,.,1%,-3%,0%,1%,3%
Eya2 phos inh,-6%,5%,-1%,-5%,-9%,-4%,-2%,8%
TSG101-PTAP inh,-1%,0%,0%,-4%,-4%,-10%,-3%,5%
Integrin act MD,-15%,21%,0%,11%,-12%,-3%,-13%,-17%
BCR signal inh,-8%,5%,0%,-6%,-4%,-1%,0%,?
Mito fusion yeast,-5%,28%,11%,0%,1%,-8%,-1%,12%

17. Cc1cccc(Nc2ncccc2C(=O)O)c1C
18. COc1ccc(S(=O)(=O)N2CCOC23CCN(S(=O)(=O)c2ccc(F)cc2)CC3)cc1
19. COc1ccccc1OCCSc1nc2ccccc2n1CC(N)=O
20. CC(=O)OC1CC2(C)/C(=N\O)CCC2C2CCc3cc(O)ccc3C12 (stereo not given)
21. CCCc1cc(Nc2ccccc2)n2ncnc2n1
22. CN1CCN(c2ccc(NC(=O)c3cc4ccccc4o3)cc2)CC1
23. CCOC(=O)/C(=C/Nc1ccc(F)cc1)[N+](=O)[O-]
24. Cc1cc(C(=O)Nc2ccccc2C)c2ccccc2n1

assay / entry,17,18,19,20,21,22,23,24
S-ASM inh,2%,-2%,0%,2%,0%,0%,9%,-3%
TSHR antagonist,13,-2,-7,2,0,-10,0,-9
Tb PFK inh,3%,0%,0%,20%,-14%,-1%,0%,-6%
ELG1 DNA repair,17%,9%,?,-8%,-2%,?,-2%,7%
TCR act,-4%,.,1%,1%,.,.,1%,4%
AT treatment,1%,15%,3%,-2%,13%,6%,-5%,-6%
Eya2 phos inh,18%,4%,-20%,3%,1%,0%,0%,-13%
TSG101-PTAP inh,-2%,0%,-1%,0%,-5%,-5%,-2%,2%
Integrin act MD,.,-11%,7%,0%,0%,-18%,-2%,22%
BCR signal inh,10%,4%,1%,-28%,-1%,9%,5%,6%
Mito fusion yeast,10%,22%,-9%,2%,-2%,1%,3%,-1%

25. O=C(Oc1ccc(O)cc1)C12CC3CC(CC(C3)C1)C2
26. CCOC(=O)CNc1nc(Cl)nc(Nc2ccccc2)n1
27. CCOC(=O)CSC1=C(C#N)C(c2ccc(OC)cc2)C2=C(CC(C)(C)CC2=O)N1 (stereo not given)
28. O=C(O)CSc1nc2ccc(C(=O)c3ccccc3)cc2[nH]1
29. O=c1[nH]c(COc2ccc(Cl)cc2Br)nc2ccccc12
30. C/C(=N/OCC(=O)NCCCCCCNC(=O)CO/N=C(/C)c1cccs1)c1cccs1
31. CN(CC(=O)Nc1ccc(Cl)cc1)C(=O)c1ccc(N2CCCC2=O)cc1
32. Cc1cc(C)n2nc(C(=O)OCC(=O)N3CC(C)CC(C)C3)nc2n1 (stereo not given)
33. Cc1cc(NC(=O)CSc2ccc(-c3nc4cc(C)c(C)cc4[nH]3)cn2)no1
34. O=C(CN1CCN(S(=O)(=O)N2CCCCC2)CC1)Nc1ccc(Cl)c(Cl)c1
35. CCS(=O)(=O)c1ccc(NC(=O)c2ccccc2Cl)c(O)c1

assay / entry,25,26,27,28,29,30,31,32,33,34,35
S-ASM inh,-1%,4%,100%[activator],4%,-3%,-7%,-9%,-2%,32%,-8%,0%
TSHR antagonist,9,-1,-8,3,8,-12,5,-3,42,35,17
Tb PFK inh,-2%,4%,4%,-4%,-5%,2%,-3%,19%,6%,-2%,1%
ELG1 DNA repair,?,?,?,4%,?,?,?,13%,?,?,?
TCR act,2%,1%,3%,3%,10%,-6%[46.1 µM],.,-3%,-9%,-1%,1%
AT treatment,-1%,-5%,16%,-4%,6%,4%,2%,1%,6%,5%,-2%
Eya2 phos inh,-4%,2%,-7%,2%,2%,3%,14%,3%,2%,-9%,10%
TSG101-PTAP inh,-1%,-1%,-2%,1%,.,-1%,-1%,0%,-3%,0%,-3%
Integrin act MD,-12%,-36%,34%,27%,16%,0%,-3%,-12%,-27%[7.66 µM],-6%,-3%
BCR signal inh,?,?,?,?,?,3%,3%,-6%,?,-7%,5%
Mito fusion yeast,?,-2%,6%,1%,6%,-2%,0%,2%,6%,30%,-1%
